Screening results as filed in PubChem BioAssay.
Tb PFK block = qHTS Assay to Find Inhibitors of T. brucei phosphofructokinase; Potency, µM (series often up to 57.5 µM), without a hit: at the top dose activity, negative = inhibition, most hits filed as inhibitors; T. brucei PFK, ADP-Glo luminescence; 0.17% of 330,000 active; AID 485367, 2010; ATP-dependent 6-phosphofructokinase (Trypanosoma brucei brucei), O15648;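 further: potency means the concentration at half of the fitted maximal effect; 0% = uninhibited 1x PFK enzyme wells and -100% = no-enzyme wells; nearly all actives have a fitted effect of over 60% in size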
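Activity is normalized to no-enzyme wells (full inhibition) and 1.25 nM enzyme wells (no inhibition). Reaction: 0.5 mM F6P, 0.1 mM ATP, 45 min RT, ADP-Glo luminescence; concentration-response curves fitted and classed by quality.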
Mito fusion act = qHTS Assay for Small Molecule Inhibitors of Mitochondrial Division or Activators of Mitochondrial Fusion. AID 485298, 2010. 0.23% of 320,000 active. S. cerevisiae fusion-defective mutant growth rescue, CellTiterGlo 48 h. Potency, µM (series often up to 46.1 µM), for the others: at the top dose growth rescue (activation), hits mostly activators;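 further: potency means the concentration at half of the fitted maximal effect; % of control where 0% means no effect; nearly all actives have a fitted effect of over 45% in size; temperature-sensitive fusion mutants such as fzo1-1 at 37 °C on non-fermentable ethanol glycerol medium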
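Temperature-sensitive fusion-defective S. cerevisiae (e.g. fzo1-1, mgm1-5) were grown with compound in YPEG medium (3% ethanol, 3% glycerol) for 48 hours at 37C. Growth rescue was measured as viability by CellTiterGlo luminescence after 10 minutes at ambient.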
ELG1 DNA repair = qHTS screen for small molecules that inhibit ELG1-dependent DNA repair in human embryonic kidney (HEK293T) cells expressing luciferase-tagged ELG1. HEK293T ELG1-luciferase reporter, luminescence, 16 h; DNA damage induced by 5-fluorouridine. Potency, µM (top dose mostly 46.1 µM), for inactives: top-dose activity change, negative = inhibition, most hits filed as inhibitors. 2.3% of 330,000 active; further: potency means the concentration at half of the fitted maximal effect; on the % scale 0 is the no-effect control and ±100 the full control effect; nearly all actives have a fitted effect of over 55% in size
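Luminescence from the luciferase reporter, measured 30 min after ONE-Glo reagent at room temperature, was the read-out. Beforehand, 2,000 cells per well were exposed for 16 hr at 37 °C to 5-fluorouridine together with compound or vehicle.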
TCR act = Activators of T cell receptors: qHTS campaign; primary human leukocytes, anti-CD3, IL-2 HTRF, 48 h; Potency, µM (titrated, usually from 9.22 µM), without a hit: at the highest dose activation of IL-2 secretion, usual class: activators; 330,000 tested, under 10 active; AID 504894, 2011; further: % of control where 0% means no effect
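1) Mix primary human leukocytes, a-CD3 beads and compound. 2) Incubate 48 hr. 3) Add HTRF IL-2 reagents (a-IL-2-K, a-IL-2-d2).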
Chronic BCR inh = qHTS Assay to Find Inhibitors of Chronic Active B-Cell Receptor Signaling; ABC-DLBCL IkBa-CBG/CBR reporter, luminescence ratio, 4 h; Potency, µM (titrated, usually from 46.1 µM), for inactives: at the top dose ratio change, negative = lower green/red ratio, usual class: inhibitors; 0.05% of 340,000 active; AID 493014, 2011; active means well fitted inhibition curve with a large enough effect in the signal ratio, with a control signal flat, not every such curve was filed as active; inconclusive means small, poorly fitted or top-dose-only effect, or effect the other way, or a change in a side signal; the % refers to the signal ratio;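 further: potency means the concentration at half of the fitted maximal effect; plate controls were basal doxycycline-induced cells for no effect and cells given 10 µM MG132 for full effect; MG132 reads +100%, hits lower the ratio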
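Compounds up to 46 uM were incubated four hours with TMD8 cells whose green CBG68 luciferase is fused to IkappaBalpha; red CBR luminescence normalised the signal, and concentration-effect curves were fitted to fusion, red and ratio data.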
Eya2 inh = qHTS Assay for Inhibitors of the Phosphatase Activity of Eya2. AID 488837, 2010. 0.006% of 330,000 active. Protein phosphatase EYA2 (Homo sapiens), O00167. recombinant Eya2, OMFP fluorescence dephosphorylation (OMFP is methylfluorescein phosphate). Potency, µM (doses to about 76.9 µM), without a hit: top-dose activity, negative = inhibition, hits mostly inhibitors; further: potency means the concentration at half of the fitted maximal effect; on the % scale 0 is the no-effect control and ±100 the full control effect
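Eya2 (0.2 uM) preincubated 10 min at ambient with compound, then OMFP substrate added at 50 uM; 10 min reaction in 50 mM HEPES pH 7.5, 50 mM NaCl, 5 uM MgCl2, 0.05% BSA, 1 mM DTT. Fluorescence read at Ex 485/Em 525 nm.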
uPA surface inh = qHTS for Inhibitors of Cell Surface uPA Generation | AID 540303, 2011 | cell surface uPA generation assay, qHTS | Potency, µM (highest dose often 38.3 µM), for the others: at the highest dose activity change, negative = inhibition, most hits filed as inhibitors | 0.31% of 330,000 active; active means well fitted inhibition curve with a large enough effect; inconclusive means small, poorly fitted or top-dose-only effect; inactive means no such curve, though single readings can be large or run the other way; tested in mouse RAW 264.7 cells; further: potency means the concentration at half of the fitted maximal effect; on the % scale 0 is the no-effect control and ±100 the full control effect; nearly all actives have a fitted effect of over 55% in size
TSHR antag = Antagonists of the Thyroid Stimulating Hormone Receptor: HTS campaign; Thyrotropin receptor (Homo sapiens), P16473; TSHR-expressing cells, TSH-stimulated cAMP HTRF, 2 h; hits give low values; activity change, negative = inhibition, % at 11.5 µM; 0.2% of 330,000 active;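 active means activity change below a set negative limit, meaning inhibition stronger than a set level, cut at about -70% in these data; inconclusive means activity change between two set negative limits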; further: on the % scale 0 is the no-effect control and ±100 the full control effect
Target sequence (P16473 whole entry, looked up): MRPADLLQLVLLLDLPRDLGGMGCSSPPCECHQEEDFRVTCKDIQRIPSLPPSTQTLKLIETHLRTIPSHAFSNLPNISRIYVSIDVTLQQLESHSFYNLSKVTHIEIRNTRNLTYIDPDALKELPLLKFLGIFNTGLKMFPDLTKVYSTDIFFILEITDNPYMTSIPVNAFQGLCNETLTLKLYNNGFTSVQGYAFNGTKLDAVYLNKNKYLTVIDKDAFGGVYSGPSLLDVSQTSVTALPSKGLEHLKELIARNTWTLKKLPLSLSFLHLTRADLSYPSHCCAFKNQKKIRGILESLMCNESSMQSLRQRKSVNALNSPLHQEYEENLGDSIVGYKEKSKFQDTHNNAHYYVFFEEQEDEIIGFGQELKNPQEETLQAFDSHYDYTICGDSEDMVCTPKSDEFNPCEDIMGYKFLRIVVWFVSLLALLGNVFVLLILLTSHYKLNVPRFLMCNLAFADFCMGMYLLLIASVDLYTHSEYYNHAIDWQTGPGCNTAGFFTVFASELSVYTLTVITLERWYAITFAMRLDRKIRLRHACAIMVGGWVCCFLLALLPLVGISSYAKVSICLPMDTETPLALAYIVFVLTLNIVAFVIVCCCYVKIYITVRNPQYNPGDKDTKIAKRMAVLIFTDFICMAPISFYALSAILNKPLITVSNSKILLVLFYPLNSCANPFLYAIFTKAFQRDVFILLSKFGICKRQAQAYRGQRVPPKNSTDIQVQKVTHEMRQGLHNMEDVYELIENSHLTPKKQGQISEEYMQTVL
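Read-out is FRET at 665 nm (cryptate excitation 337 nm) from a cryptate-tagged anti-cAMP antibody, competed by cell cAMP against cAMP-d2. Compounds are tested on freshly harvested TSHR cells challenged with 4nM TSH (EC80) for 2 hours at 37 deg C.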
TSG101-PTAP inh = qHTS Assay for Iinhibitors of HIV-1 Budding by Blocking the Interaction of PTAP/TSG101 | 340,000 tested, under 10 active | Fluorescence polarization, FITC-PTAP peptide / Tsg101 binding | Potency, µM (doses to about 115 µM), for the others: at the highest dose activity change, negative = inhibition, most hits filed as inhibitors; active means well fitted inhibition curve with a large enough effect in the main read-out, with a control signal flat, not every such curve was filed as active; inconclusive means small, poorly fitted or top-dose-only effect, or effect the other way, or a change in a side signal; inactive means no such curve, though single readings can be large or run the other way; further: potency means the concentration at half of the fitted maximal effect; % of control where 0% means no effect
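Fluorescence polarization binding of Tsg101 binding domain (10 uM final) to FITC-labeled PTAP peptide (50 nM final) in HEPES pH 7.5 buffer with NaCl, Tween 20, EDTA, TCEP. Compounds added before peptide; binding 20 min at RT.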
USP2a block = qHTS Assay for Inhibitors of Ubiquitin-specific Protease USP2a Using CHOP2 as the Reporter. USP2 core, Ub-CHOP2 coupled fluorogenic reporter, 485/531. 0.01% of 330,000 active. Potency, µM (top dose mostly 38.3 µM), for the others: top-dose activity change, negative = inhibition, actives largely listed as inhibitors. AID 463254, 2010;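 further: potency means the concentration at half of the fitted maximal effect; plate controls were DMSO wells for no effect and full inhibition by NEM control for full effect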
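Cell-free coupled assay: 10nM USP2 core preincubated 30min RT with compound in Tris-HCl pH 8.0/CaCl2/CHAPS buffer, then 25nM Ub-CHOP2 and 25nM reporter substrate; fluorescence (Ex 485/Em 531) read after 60min RT, normalized to NEM inhibition, concentration-response curves fitted.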
B2AR arrestin = qHTS assay of beta-arrestin-biased ligands of beta2-adrenergic receptor; 0.02% of 330,000 active; Potency, µM (doses to about 46.1 µM), inactives show top-dose activation, most hits filed as activators; Beta-2 adrenergic receptor (Homo sapiens), P07550; beta-arrestin recruitment to beta2AR, cell-based reporter;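 further: potency means the concentration at half of the fitted maximal effect; 0% = DMSO controls and full agonism = EC100 isoproterenol or metaproterenol; nearly all actives have a fitted effect of over 65% in size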
Numbers without * were called inactive; ? = inconclusive; . = no result given; [ ] = remark or other dose. Unless noted, the call rests on the fitted dose curve; in most records, active means well fitted curve in the direction sought with a large enough effect; inconclusive means small, poorly fitted or top-dose-only effect, or another doubt; inactive means no such curve, though single readings can be large; an effect the other way counts as inactive or inconclusive.

SMILES | Tb PFK block | Mito fusion act | ELG1 DNA repair | TCR act | Chronic BCR inh | Eya2 inh | uPA surface inh | TSHR antag | TSG101-PTAP inh | USP2a block | B2AR arrestin
CCOC(=O)c1cccc(NC(=O)CSc2nnc(C3CCCCC3)n2CC)c1 | 3% | -1% | 0% | -6% | ? | -8% | 0% | 14 | -2% | -2% | -0.4%
Cc1ccc(N2C(=O)N(CC(=O)Nc3cccc(C)c3C)C(=O)C2C)cc1 (configuration not stated) | -3% | -3% | ? | 0% | ? | -16% | -5% | 4 | 0% | -4% | 0.4%
CC(C)(C)c1ccc(CN(Cc2ccccc2)C(c2ccccn2)c2nnnn2C(C)(C)C)cc1 (configuration not stated) | -3% | 0% | 0% | -1% | ? | -22% | 10% | -6 | -1% | -2% | 0.1%
O=C(c1ccc2c(c1)OCO2)n1nnc2ccccc21 | 1% | -8% | -2% | . | -3% | 5% | . | 0 | . | 1% | -0.2%
COC(=O)c1[nH]c2ccc(Cl)cc2c1NC(=O)Oc1ccccc1 | 0% | -1% | ? | 2% | -4% | -20% | -2% | 0 | -2% | 3% | 0.1%
Cc1oc2cc3oc(=O)c4c(c3cc2c1C)CCC4 | -2% | 3% | ? | -8% | 9% | 0% | . | 7 | -10% | 2% | 0.4%
CCCCCCOc1ccc(C(=O)n2cnc(N)n2)cc1 | 2% | 15% | 16% | -3% | 2% | -6% | . | -14 | 1% | 1% | -0.1%
CN(C(=O)COc1cc(=O)n(C)c2ccccc12)c1cccc(Cl)c1 | -6% | ? | 12% | 0% | -7% | -26% | -1% | 6 | -1% | -5% | -1.0%
NC(=O)C1CCN(CC(=O)Nc2cc(Cl)ccc2Oc2ccccc2)CC1 | -5% | -10% | -14% | 3% | -18% | -21% | -5% | -5 | 0% | -1% | 0.4%
Cc1cc(C(=O)N2CCCC(Nc3ccc(C(C)C)cc3)C2)nn1C (configuration not stated) | 3% | 7% | -19% | -1% | -5% | -4% | 5% | 2 | 0% | 1% | 3.9%
CCN(CC)S(=O)(=O)c1cccc(-c2nnc(SCC(=O)c3ccc(Cl)s3)n2C)c1 | 0% | 2% | ? | -2% | -14% | 12% | -2% | -14 | -4% | 3% | -0.2%
Cc1ccc2c(c1)-n1c(nc3ccc(Cl)cc3c1=O)C(CC(C)C)NC2=O (configuration not stated) | 4% | . | 3% | . | 1% | 7% | . | 5 | . | 7% | 0.0%
COc1ccccc1C(=O)NNC(=O)c1cccc(F)c1 | ? | -4% | ? | -6%[46.1 µM] | ? | 6% | -3% | -6 | -5% | 1% | -0.2%
CCOc1cc(S(=O)(=O)NCCCn2ccnc2)ccc1Cl | 0% | -2% | -7% | -3% | 4% | 5% | -5% | 3 | -3% | -2% | 0.3%
COc1cccc(Nc2cc(C)nc3nc(C)nn23)c1 | -7% | -1% | 12% | -6% | 2% | 9% | 21% | 6 | -3% | 2% | 0.0%
Cc1sc2ncn(CC(=O)NCCCN3CCC(C)CC3)c(=O)c2c1S(=O)(=O)N1CCC(C)CC1 | -3% | 4% | 13% | 3% | -3% | 5% | 2% | 0 | -11% | 1% | 0.2%
COc1ccc(OC)c(CCNC(=O)CC2Oc3ccc(C)cc3NC2=O)c1 (configuration not stated) | -2% | 1% | ? | -3% | -1% | 9% | 19% | -2 | -1% | 2% | -1.6%
CCn1c(CSCc2ccc(C)cc2)n[nH]c1=S | 2% | -13% | 1% | . | -2% | -8% | 12% | -12 | -7% | 5% | 1.0%
O=C(O)CCCCn1c(SCc2cc(=O)n3cc(Cl)ccc3n2)nc2ccsc2c1=O | 0% | -7% | -24% | -2% | 4% | -12% | 5% | 4 | -5% | -1% | -0.5%
O=C(O)C1CCC(=O)N(C2CCCCC2)C1c1ccccc1 (configuration not stated) | -1% | -1% | 8% | 9%[46.1 µM] | 3% | -3% | 0% | 4 | -2% | 0% | -0.5%
COc1cc(OC)c(NS(=O)(=O)c2cc(Br)cnc2N)cc1Cl | 0% | 7% | 7% | 0% | 5% | -3% | -7% | 9 | -2% | 4% | -0.7%
CCOC(=O)c1nc(C)sc1-c1ccnn1S(=O)(=O)c1ccc(Cl)cc1Cl | -1% | 4% | -3% | -8% | 15% | -8% | ? | -9 | 0% | -2% | 11%
O=c1oc2ccccc2cc1-c1csc(Nc2ccc(O)cc2)n1 | 2% | -1% | ? | 1% | ? | -10% | 2% | -14 | -1% | 4% | 0.0%
CCO[C@H]1OC(C(=O)N2CCOCC2)=C[C@@H](c2cn(C(C)=O)c3ccccc23)[C@@H]1CCCO | -2% | 1% | -3% | 4% | ? | -12% | 4% | 9 | 0% | -7% | 5.7%
COc1cccc(CSc2nnc(CSc3nc4nc(C)cc(C)n4n3)s2)c1 | 0% | 15% | ? | 2% | 5% | -15% | 4% | 10 | -7% | 4% | 2.8%
Cc1ccc(S(=O)(=O)N2CCN(Cc3cc(=O)n4ccccc4n3)CC2)cc1C | 3% | -1% | -5% | -4% | ? | 3% | -13% | -21 | -4% | -1% | 0.0%
O=C(Nc1cccnc1)C1CC(=O)N(c2ccc(F)cc2)C1 (configuration not stated) | -15% | 6% | 12% | 5% | ? | -7% | 8% | 27 | -5% | 11% | 0.1%
O=C(NCC1CCCO1)c1nn2c(C(F)(F)F)cc(-c3cccs3)nc2c1Cl (configuration not stated) | 0% | 1% | 7% | -2% | 0% | 13% | -9% | 19 | -12% | 2% | 0.0%
COc1ccc(-c2[nH]c(-c3ccc(C)cc3)nc2SCC(=O)Nc2nccs2)cc1 | 10% | ? | ? | 8%[46.1 µM] | 14% | 7% | -5% | 1 | 0% | 1% | 0.0%
O=C(Cc1ccccc1)NCC(=O)N/N=C/c1cccs1 | -8% | 0% | 5% | 0% | 0% | 0% | 2% | -2 | -7% | -1% | 0.4%
CC(OC(=O)c1nsc(Cl)c1Cl)C(=O)NC1CCCCC1 (configuration not stated) | -21% | 13% | ? | 4% | 0% | ? | 4% | 23 | -3% | -6% | 0.0%
O=C(COc1cccc2cccnc12)NCc1cccs1 | 19% | -4% | -10% | -3% | -1% | -1% | 5% | 0 | -4% | -4% | -1.2%
CC(=O)c1ccc(Oc2ncnc3sccc23)cc1 | -2% | -1% | ? | 7% | -7% | -9% | . | -5 | -2% | 1% | -0.1%
O=C(COc1ccc(S(=O)(=O)N2CCOCC2)cc1)N1CCCCCC1 | -7% | 0% | 0% | -4% | 0% | 4% | 1% | -4 | -2% | 9% | -0.1%
O=C(Nc1cccc(C(F)(F)F)c1)c1scc2c1OCCO2 | -1% | -3% | ? | 1% | 1% | 3% | -2% | -3 | -4% | -3% | -0.5%
Cc1nn2c(-c3ccncc3)ccnc2c1Cl | 1% | -13% | 18% | 4% | -10% | 2% | -1% | 7 | -2% | 3% | -0.2%
O=C(c1ccc(-c2ccccc2Cl)o1)N1CCN(S(=O)(=O)c2cccs2)CC1 | -1% | -4% | ? | 2% | -6% | -23% | -14% | -30 | -2% | 1% | -0.1%
CCOC(=O)CN(C(=O)CNC(=O)c1ccco1)C(C(=O)NC1CCCCC1)c1cccs1 (configuration not stated) | -1% | 1% | -17% | 5%[46.1 µM] | -1% | -5% | -3% | 13 | -1% | 2% | -0.6%
CC1(C)Cc2nc(N3CCCC3)c(C#N)cc2CO1 | -2% | -7% | 0% | -3% | 3% | -8% | -8% | 4 | 0% | 3% | -0.3%
